SUMO1 PPI mod: modulators of human SUMO1-mediated protein-protein interactions; inhibition, % at 20 µM; 360,000 compounds, 0.33% hits; P63165; SUMO1 binding to a labelled peptide, TR-FRET, 1 h; AID 602429; in the data active = inhibition above about 37%
Target sequence (P63165 whole entry, looked up): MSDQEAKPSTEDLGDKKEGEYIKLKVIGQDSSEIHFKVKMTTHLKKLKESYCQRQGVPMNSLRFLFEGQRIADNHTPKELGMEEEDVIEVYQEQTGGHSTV
CendR NRP1 mod: alters CendR peptide binding to human NRP-1. FAM-RPARPAR peptide binding to NRP-1, fluorescence polarization. inhibition, % at 25 µM. 360,000 compounds, 0.85% hits. AID 602438;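 active = inhibition or corrected inhibition above about 18%, plus a signal ratio from 0.5 to 1.5, limit read from the data, passing the limit was not always enough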; note: strong numbers were not always called active
STEP block: blocks human striatal-enriched tyrosine phosphatase; recombinant STEP, OMFP fluorogenic substrate, fluorescence; P54829; inhibition, % at 20 µM; 360,000 compounds, 0.25% hits; AID 588621;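 active = inhibition at 20 µM, scaled per plate between control wells, above about 37%, limit read from the data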;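 note: 0% = DMSO with enzyme and substrate and 100% = substrate only without enzyme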
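medium = Bis-Tris buffer pH 6.0, 2.5 mM DTT, 0.005% Tween 20 | test system = STEP (striatal-enriched tyrosine phosphatase) enzyme, cell-free | measure = normalized % inhibition | compound dosing = 20 µM, 1% DMSO | also added = 25 µM OMFP | schedule = reaction 20 min, ambient temperature | measured by = fluorescence read at 480 nm ex / 540 nm em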
Tb MetRS inh: Trypanosoma brucei MetRS inhibition; AID 624268; purified T. brucei MetRS, ATP depletion, Kinase-Glo luminescence; inhibition, % at 11.9 µM; 360,000 compounds, 0.4% hits;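 active = inhibition above a per-plate cutoff of the control wells' mean inhibition plus 3 SD, cut at about 5.5% in these data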;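 note: 0% = DMSO wells median and 100% = median of wells with control inhibitor compound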
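System: purified T. brucei MetRS enzyme / Detection: Kinase-Glo luciferase luminescence reporting remaining unconsumed ATP / Medium: HEPES buffer with MgCl2, KCl, DTT, spermine, BSA, pyrophosphatase / Replication: singlicate, one well per compound / Evaluation: percent inhibition relative to median high and low control wells / Schedule: 2 h aminoacylation at 25 °C after 15 min preincubation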
Neddylation inh: cullin neddylation inhibition; P61081+Q13564; TR-FRET cullin neddylation, biochemical; calls only at 25 µM; 360,000 compounds, 0.58% hits; AID 651699; in the data active = inhibition above about 36%
Target sequence (P61081 whole entry, looked up): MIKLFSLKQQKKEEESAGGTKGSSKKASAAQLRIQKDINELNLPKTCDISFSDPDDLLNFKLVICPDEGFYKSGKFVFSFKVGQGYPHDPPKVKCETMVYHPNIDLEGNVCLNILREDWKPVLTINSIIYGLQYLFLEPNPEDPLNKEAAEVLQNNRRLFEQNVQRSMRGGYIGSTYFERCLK
Target sequence (Q13564 whole entry, looked up): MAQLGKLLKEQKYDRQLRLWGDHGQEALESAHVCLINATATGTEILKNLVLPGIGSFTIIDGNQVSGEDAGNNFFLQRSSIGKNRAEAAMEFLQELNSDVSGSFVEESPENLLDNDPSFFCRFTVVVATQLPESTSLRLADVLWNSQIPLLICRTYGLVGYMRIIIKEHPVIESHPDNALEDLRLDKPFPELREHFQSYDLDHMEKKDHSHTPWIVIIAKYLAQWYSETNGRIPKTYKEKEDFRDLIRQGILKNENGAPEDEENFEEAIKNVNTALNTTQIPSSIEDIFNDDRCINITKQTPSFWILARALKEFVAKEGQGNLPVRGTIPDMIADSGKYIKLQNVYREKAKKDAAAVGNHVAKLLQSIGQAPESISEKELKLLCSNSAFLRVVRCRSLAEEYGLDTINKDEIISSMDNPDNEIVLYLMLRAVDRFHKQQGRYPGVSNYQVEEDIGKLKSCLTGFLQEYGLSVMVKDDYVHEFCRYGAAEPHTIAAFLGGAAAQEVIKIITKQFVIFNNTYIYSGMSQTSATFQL
NadD inh: blocks S. aureus nicotinate mononucleotide adenylyltransferase; inhibition, % at 20 µM; 360,000 compounds, 0.78% hits; purified NadD enzyme, colorimetric absorbance read-out; in the data active = inhibition above about 26%; note: some compounds past the cut are filed as inactive
DNMT1 inh: DNMT1 (human) enzyme inhibition; 360,000 compounds, 0.83% hits; DNMT1 molecular beacon, Hinp1I cleavage, fluorescence; inhibition (reported as % activation of signal), % at 10 µM; P26358; in the data active = inhibition above about 50%
LMPTP inh: blocks human LMPTP phosphatase | P24666 | 360,000 compounds, 0.22% hits | recombinant LMPTP-A, OMFP fluorogenic substrate, fluorescence intensity | inhibition, % at 20 µM;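 active = compounds that cut the enzyme signal by at least half of the control window in the single-dose screen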;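 note: plate controls were DMSO wells with enzyme plus substrate for no effect and substrate without enzyme for full effect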
Target sequence (P24666 whole entry, looked up): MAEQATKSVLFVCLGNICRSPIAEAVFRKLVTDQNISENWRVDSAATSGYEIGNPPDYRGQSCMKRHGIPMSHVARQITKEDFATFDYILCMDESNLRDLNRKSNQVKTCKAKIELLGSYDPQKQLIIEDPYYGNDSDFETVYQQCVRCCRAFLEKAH
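Material: LMPTP-A; amount: 0.625 nM enzyme; doses: single 20 µM dose; times: reaction 50 min, room temperature, dark; technique: fluorescence intensity of OMFP turnover product; benchmarks: no-enzyme and uninhibited controls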
SKN-1 block: C. elegans SKN-1 inhibition | C. elegans VP596 Pgst-4::GFP/RFP ratio, acrylamide-induced, 24 h | inhibition, % at 21.8 µM | 360,000 compounds, 0.49% hits | AID 624304;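 active = interference check ratio from 0.5 to 1.5 plus GFP to RFP signal ratio inhibition reaching or exceeding a fixed threshold, cut at about 30% in these data, passing the limit was not always enough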; note: some compounds called inactive have numbers as strong as hits
Scp1 inh: blocks human Scp-1 phosphatase activity; AID 493091; 340,000 compounds, 0.88% hits; inhibition, % at 20 µM; Q9GZU7; Recombinant Scp1, phosphopeptide, malachite green phosphate absorbance;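 active = inhibition above about 50% at 20 µM, limit read from the data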;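 note: plate controls were DMSO wells with enzyme for no effect and wells lacking enzyme for full effect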
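Times: enzyme reaction 45 min at room temperature, colour 5 min, stabilisation 30 min. Material: SCP-1 catalytic fragment, aa 76-261. Medium: Acidic Tris acetate buffer with magnesium and detergent. Signal: colorimetric free-phosphate detection, absorbance 630 nm. Read-out basis: % inhibition of SCP-1 phosphate liberation. Reagent: Phosphorylated 17-residue peptide substrate.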
Numbers without * were called inactive; i = inactive; / = no result given.

SMILES | SUMO1 PPI mod | CendR NRP1 mod | STEP block | Tb MetRS inh | Neddylation inh | NadD inh | DNMT1 inh | LMPTP inh | SKN-1 block | Scp1 inh
Brc1cccc(-c2n[nH]c(-c3ccccc3)n2)c1 | 3 | -8 | -6 | -0.5 | i | -7 | -4 | 1.6 | -9 | -4
Cc1nn(Cc2ccccc2)c(C)c1C(=O)N1CCN(S(=O)(=O)/C=C/c2ccccc2)CC1 | 1 | -5 | -2 | -0.7 | i | 10 | 0 | -1.2 | 5 | 0
Cc1ccc(SCC(=O)NC2CCS(=O)(=O)C2)cc1 (centres undefined) | 0 | -3 | -1 | 1.3 | i | -4 | 0 | -1.4 | 4 | -1
CN(C(=S)Nc1ccc(Oc2ccccc2)cc1)C1CCCCC1 | 1 | -1 | 7 | -0.6 | i | -7 | -2 | 2.3 | -7 | -8
CN(C)CC#CCOC(c1ccccc1)c1ccccc1 | -1 | 4 | -2 | -0.1 | i | -9 | 0 | -1.5 | 6 | -3
C=CCN(C(=O)Nc1ccc2oc(C)nc2c1)c1ccccc1 | -2 | 7 | -3 | -0.3 | i | -4 | 1 | -1.1 | 26 | -9
COC(=O)CSC1=C(C#N)C(c2ccc(Cl)cc2)C(C(=O)OC)C(=O)N1 (centres undefined) | -2 | -2 | 2 | 0.2 | i | 1 | -3 | 0.8 | 1 | -7
CCC1CC(C(=O)Nc2ccccc2)C(=O)O1 (centres undefined) | 0 | 14 | -3 | 0.1 | i | -2 | 1 | 0.8 | 17 | -10
Cc1ccc(S(=O)(=O)c2nc(-c3ccccc3Cl)oc2N2CCN(C)CC2)cc1 | 3 | -6 | 4 | -0.2 | i | -7 | -2 | -0.3 | 14 | 3
CC(C)Cn1c(CN2CCN(C)C(CCO)C2)nc2ccccc21 (centres undefined) | -2 | 8 | -3 | 0.5 | i | -4 | 1 | -2.2 | 10 | -6
COc1ccc(N2CCN(Cc3cc(=O)oc4ccc(C)cc34)CC2)cc1 | -1 | -11 | 6 | -0.9 | i | 7 | 43 | -1.5 | -4 | -3
Cc1ccc2c(=O)n3c(nc2c1)C(Cc1ccccc1)NC(=O)c1cccnc1-3 (centres undefined) | 4 | 0 | -1 | -1.1 | i | 3 | 1 | -0.7 | -1 | /
CCOC(=O)C1CCN(C(=O)c2cc(S(=O)(=O)N3CCCCC3)ccc2C)CC1 | -1 | -3 | -2 | 0.5 | i | 3 | 1 | -0.2 | 0 | -2
CC[C@]12c3[nH]c4cc(CCC(=O)N(C)C)ccc4c3CCN1C(=O)[C@@H](CC(=O)NCCCn1ccnc1)C[C@@H]2C(=O)N1CCN(C(=O)C2CC2)CC1 | -5 | -5 | -1 | -0.9 | i | 6 | -2 | -8.1 | -8 | 9
CCN1CCCC1CNC(=O)CCc1nnc(CCC2CCCCC2)o1 (centres undefined) | -1 | -10 | 4 | -0.4 | i | -1 | -3 | -2.9 | -8 | 0
CN(C)CCCN(C(=O)c1ccc(N2C(=O)CCC2=O)cc1)c1nc2c(F)cccc2s1 | -3 | 6 | 3 | -1.1 | i | -1 | -2 | 0.4 | -4 | -2
CCN1CCN(C(=O)/C=C/c2ccc3c(c2)OCO3)CC1 | -9 | 4 | -5 | -0.1 | i | -6 | 0 | 0.9 | -1 | -3
O=C(c1[nH]c(C(F)(F)F)nc1-c1ccccc1)N1CCN(c2cccc(C(F)(F)F)n2)CC1 | 3 | -8 | -2 | -0.3 | i | 2 | 3 | 0.8 | -16 | /
Cc1ccc(C(=O)NNC(=O)CSc2nc(N)cc(N)n2)cc1 | 0 | -2 | -2 | 0.1 | i | 3 | 2 | -0.2 | -5 | -5
COc1ccc(NS(=O)(=O)c2cc(NC(=O)c3cc(F)c(F)cc3Cl)ccc2N2CCOCC2)cc1 | 2 | -5 | -1 | -0.1 | i | 9 | -7 | 1.8 | -4 | 1

Gathered by group: the compounds so far with an aryl thioether with sulfur outside any ring (2)
SMILES | SUMO1 PPI mod | CendR NRP1 mod | STEP block | Tb MetRS inh | Neddylation inh | NadD inh | DNMT1 inh | LMPTP inh | SKN-1 block | Scp1 inh
Cc1ccc(SCC(=O)NC2CCS(=O)(=O)C2)cc1 (centres undefined) | 0 | -3 | -1 | 1.3 | i | -4 | 0 | -1.4 | 4 | -1
Cc1ccc(C(=O)NNC(=O)CSc2nc(N)cc(N)n2)cc1 | 0 | -2 | -2 | 0.1 | i | 3 | 2 | -0.2 | -5 | -5

Next part
SMILES | SUMO1 PPI mod | CendR NRP1 mod | STEP block | Tb MetRS inh | Neddylation inh | NadD inh | DNMT1 inh | LMPTP inh | SKN-1 block | Scp1 inh
CCOc1ccc(N(CC(=O)NCC2CCCO2)S(=O)(=O)c2ccc(C)cc2)cc1 (centres undefined) | 7 | 4 | 1 | -0.2 | i | -6 | 1 | 0.1 | 7 | -12
COc1ccc(-c2c(-c3ccsc3)oc(=O)c3cc(OC)c(OC)cc23)cn1 | -10 | 10 | 2 | -0.3 | i | -4 | -4 | 1.5 | 12 | 1
O=C(Nc1cccc2ccccc12)c1ccc(F)cc1 | -8 | -10 | 2 | -0.2 | i | 5 | -1 | 0.0 | 19 | -11
CCN(c1ccccc1)S(=O)(=O)c1cc2c(cc1C)n(C)c(=O)c(=O)n2C | 0 | 2 | 1 | 0.1 | i | 5 | -1 | 0.0 | 9 | 0
Cc1cc(C)c(C)c(C(=O)COC(=O)CNC(=O)CN2C(=O)c3ccccc3C2=O)c1C | -3 | -13 | -2 | 0.0 | i | 4 | 0 | 0.4 | 12 | 2
Cc1cc(C)cc(NC(=O)COC(=O)c2ccc3c(c2)OCCO3)c1 | -11 | 12 | -2 | -0.3 | i | 2 | -3 | -0.1 | 2 | -5
CCCCC1(CO)C(=O)N(c2ccccc2)N(c2ccccc2)C1=O | 9 | -3 | -2 | 0.1 | i | -5 | -2 | -0.8 | 0 | -7
O=C(Nc1cccc2ncccc12)c1ccc(Br)c([N+](=O)[O-])c1 | -12 | 7 | 2 | 31* | i | 9 | -2 | -0.2 | -3 | -7
CCOC(=O)N1CCN(C(=O)CSc2nnc(Cc3ccccc3)o2)CC1 | 2 | 8 | -2 | 0.1 | i | -3 | 1 | 1.0 | 9 | -4
CC1(Cc2ccccc2C#N)C(=O)Nc2ccc(-c3ccccc3)cc21 (centres undefined) | 9 | 11 | -1 | 0.8 | i | -4 | -2 | 0.4 | 30 | /
N=c1c2c3c(sc2ncn1Cc1ccco1)CCCCC3 | 0 | -6 | -5 | -0.4 | i | -3 | 4 | -0.1 | -6 | -5
Cc1cccc(C)c1NC(=O)CSc1nnc([C@H](C)NC(=O)OC(C)(C)C)o1 | 2 | -2 | -1 | -0.9 | i | -2 | -2 | -0.9 | -12 | -9
COc1ccc(N(CC(=O)NCc2ccco2)S(=O)(=O)c2ccc(C)cc2)cc1OC | 5 | -6 | 0 | -0.5 | i | 9 | 2 | 0.3 | 10 | 3
COc1ccc(CC(=O)N(C)C2CCCCC2)cc1S(=O)(=O)N1CCOCC1 | 0 | 11 | -4 | -0.8 | i | 1 | 2 | -0.1 | -13 | -7
C[C@@H]1CCCCCCCCC(=O)OCCN1C(=O)OC(C)(C)C | 0 | 10 | -1 | -0.1 | i | -5 | 1 | 0.0 | 6 | -14
CC(C)(C)NC(=O)c1ccc2c3c(cccc13)CC2 | -3 | 6 | -1 | -0.8 | i | 2 | -1 | -0.7 | 9 | -1
CCOC(=O)N1CCN(C(=O)CSc2ccc3nnc(-c4ccncc4)n3n2)CC1 | 2 | -2 | 0 | 0.0 | i | 0 | -3 | -0.3 | 1 | 0
O=C(Nc1ccc(S(=O)(=O)NCC2CCCO2)cc1)c1ccccc1 (centres undefined) | -2 | 0 | 0 | 0.4 | i | -5 | -2 | 0.4 | 2 | -1
CC(C)[C@H](NC(=O)c1ccccc1)C(=O)OCC(=O)Nc1ncc(Cl)cc1Cl | 3 | -4 | -1 | 0.7 | i | 0 | 0 | -0.9 | 16 | -8
CC(=O)N1Cc2cc([N+](=O)[O-])ccc2Oc2ccccc21 | -20 | -3 | -2 | -0.1 | i | 1 | -1 | -1.5 | 11 | -7
Cc1cccc(Nc2nc(N)c([N+](=O)[O-])c(NCCO)n2)c1 | -2 | 6 | 0 | 0.2 | i | 2 | 0 | 0.3 | -11 | -4
O=C(OCC(=O)N1CCc2ccccc21)c1c2c(nc3ccccc13)CCCCC2 | -1 | 10 | 2 | -1.1 | i | 26 | -10 | 4.4 | -5 | 7
COc1ccc(Oc2ccc3c(C(F)(F)F)cc(C(F)(F)F)nc3n2)cc1 | -18 | 12 | 5 | 0.1 | i | -1 | 3 | 1.5 | 12 | -2
O=C(c1cccc(Cl)c1)N1CCC(=O)N(C(COCc2cccc(Cl)c2)Cc2ccccc2)CC1 (centres undefined) | 6 | 10 | 1 | -0.5 | i | 0 | -2 | 3.6 | 7 | -14

Entries of single compounds from above:
COc1ccc(Oc2ccc3c(C(F)(F)F)cc(C(F)(F)F)nc3n2)cc1 as listed: SUMO1 PPI mod: -18; CendR NRP1 mod: 12; STEP block: 5; Tb MetRS inh: 0.1; Neddylation inh: i; NadD inh: -1; DNMT1 inh: 3; LMPTP inh: 1.5; SKN-1 block: 12; Scp1 inh: -2
O=C(OCC(=O)N1CCc2ccccc21)c1c2c(nc3ccccc13)CCCCC2 as listed: SUMO1 PPI mod: -1; CendR NRP1 mod: 10; STEP block: 2; Tb MetRS inh: -1.1; Neddylation inh: i; NadD inh: 26; DNMT1 inh: -10; LMPTP inh: 4.4; SKN-1 block: -5; Scp1 inh: 7

Records above marked active in Tb MetRS inh.
Molecule | SUMO1 PPI mod | CendR NRP1 mod | Tb MetRS inh | Neddylation inh | NadD inh | DNMT1 inh | LMPTP inh | SKN-1 block | Scp1 inh
O=C(Nc1cccc2ncccc12)c1ccc(Br)c([N+](=O)[O-])c1 | -12 | 7 | 31* | i | 9 | -2 | -0.2 | -3 | -7

High-throughput results as filed in PubChem.
